High-throughput results deposited in PubChem by several laboratories.
Wnt act: Wnt/beta-catenin pathway activators, primary screen, cell-based, plate reader, single point; Wnt/beta-catenin reporter cell assay, activator; activation, % at 9.35 µM; 300,000 compounds, 1.2% hits; AID 743398, 2014; in the data active means activation above about 30%, passing the limit was not always enough; inconclusive means no clear call, values can overlap the other calls;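 further: 0% = neutral control wells and 100% = positive control wells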
AddAB inh: growth inhibition of E. coli expressing H. pylori AddAB, primary screen, AddAB inhibitor project, absorbance. inhibition, % at 11.9 µM. AID 435030, 2010. 330,000 compounds, 0.29% hits; in the data active means inhibition above about 12%;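 further: 0% = vehicle wells of infected cells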
phage Ecoli inh: growth loss of phage-infected E. coli, primary screen, RecBCD inhibitor project, absorbance, with phage, HTS | inhibition, % at 11.9 µM | 360,000 compounds, 0.26% hits | AID 651602, 2012; in the data active means inhibition above about 11%
DAGLB inh: DAGLB lipase inhibitors, primary screen, biochemical, fluorescence, HTS; Diacylglycerol lipase-beta (Homo sapiens), Q8NCG7; HEK293T DAGLB membrane lysate, EnzChek fluorogenic substrate; inhibition, % at 5.17 µM; 340,000 compounds, 0.059% hits; in the data active means inhibition above about 34%;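 further: 0% = enzyme with vehicle and 100% = wells lacking enzyme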
Target sequence (Q8NCG7 whole entry, looked up): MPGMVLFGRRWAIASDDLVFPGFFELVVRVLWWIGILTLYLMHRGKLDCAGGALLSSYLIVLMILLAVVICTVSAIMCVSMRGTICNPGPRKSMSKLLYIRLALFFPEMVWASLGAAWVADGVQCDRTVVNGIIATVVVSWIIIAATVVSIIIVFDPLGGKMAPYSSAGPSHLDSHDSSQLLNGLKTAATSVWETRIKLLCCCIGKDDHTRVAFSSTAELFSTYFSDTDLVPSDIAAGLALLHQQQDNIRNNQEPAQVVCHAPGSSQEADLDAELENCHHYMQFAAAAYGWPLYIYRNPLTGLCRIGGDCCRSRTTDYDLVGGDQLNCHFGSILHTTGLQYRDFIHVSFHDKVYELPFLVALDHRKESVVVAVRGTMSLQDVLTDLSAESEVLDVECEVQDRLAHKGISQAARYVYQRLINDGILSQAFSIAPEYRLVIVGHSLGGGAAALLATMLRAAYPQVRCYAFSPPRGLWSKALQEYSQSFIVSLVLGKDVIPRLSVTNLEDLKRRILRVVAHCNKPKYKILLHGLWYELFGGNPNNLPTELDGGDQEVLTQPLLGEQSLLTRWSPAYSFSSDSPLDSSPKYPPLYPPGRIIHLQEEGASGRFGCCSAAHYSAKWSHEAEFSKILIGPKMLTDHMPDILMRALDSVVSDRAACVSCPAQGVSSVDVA
CAL PDZ FP: CAL PDZ peptide-binding inhibitors, primary screen, biochemical, fluorescence polarization, Cer-tagged CAL PDZ, HTS | purified CAL PDZ, TMR-peptide fluorescence polarization, 1 h | inhibition, % at 20 µM | 330,000 compounds, 0.02% hits;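 active means highest replicate inhibition of at least 40%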;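 further: plate controls were DMSO neutral control wells for no effect and unlabeled competitor peptide control wells for full effect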
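Material: tagged CAL PDZ domain; buffer or medium: 25 mM sodium phosphate pH 7.4, 150 mM NaCl, TCEP, IgG, Thesit; compound dosing: single point, 20 µM; schedule: 1 h incubation at room temperature before polarization reading; measured by: FP readout, S and P plane fluorescence; read-out basis: percent inhibition from loss of millipolarization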
PfHsp90 set2: growth inhibition of PfHsp90-expressing yeast, primary screen, antimalarial PfHsp90 inhibitor project, S. cerevisiae, BacTiter-Glo luminescence, single point, set 2; AID 504621, 2011; 310,000 compounds, 0.32% hits; BacTiter-Glo ATP, 48 h; yeast lacking PDR1 and PDR3 efflux regulators; inhibition, % at 9.4 µM;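 active means every replicate shows inhibition above about 80%, whatever the replicate mean, limit read from the data; inconclusive means mean inhibition reaches the set limit but some replicate falls short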;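 further: 0% = DMSO neutral controls and 100% = 20 µM radicicol positive controls; yeast relying on Plasmodium falciparum Hsp90 in place of its own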
PvdQ acylase: P. aeruginosa PvdQ acylase inhibitors, primary screen, biochemical, fluorescence, plate reader and imaging, single point | purified PvdQ acylase | AID 488965, 2010 | inhibition, % at 10 µM | 340,000 compounds, 0.063% hits | PvdQ acylase [Pseudomonas aeruginosa LESB58]; in the data active means inhibition above about 30%, passing the limit was not always enough; inconclusive means no clear call, values can overlap the other calls;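 further: 0% = vehicle neutral wells and 100% = reference inhibitor wells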
Rtt109 Vps75: inhibitors of C. albicans Rtt109/Vps75 HAT, primary screen, biochemical, ThioGlo CoA-SH fluorescence, plate reader. Histone acetyltransferase RTT109 (Candida albicans (strain SC5314 / ATCC MYA-2876)), …. purified Rtt109/Vps75, 4 h. inhibition, % at 34.9 µM. 330,000 compounds, 0.16% hits;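 active means inhibition of at least 50% in every replicate; inconclusive means best replicate reaches 50% inhibition but some replicates fall short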
Target sequence (Q5AAJ8 whole entry, looked up): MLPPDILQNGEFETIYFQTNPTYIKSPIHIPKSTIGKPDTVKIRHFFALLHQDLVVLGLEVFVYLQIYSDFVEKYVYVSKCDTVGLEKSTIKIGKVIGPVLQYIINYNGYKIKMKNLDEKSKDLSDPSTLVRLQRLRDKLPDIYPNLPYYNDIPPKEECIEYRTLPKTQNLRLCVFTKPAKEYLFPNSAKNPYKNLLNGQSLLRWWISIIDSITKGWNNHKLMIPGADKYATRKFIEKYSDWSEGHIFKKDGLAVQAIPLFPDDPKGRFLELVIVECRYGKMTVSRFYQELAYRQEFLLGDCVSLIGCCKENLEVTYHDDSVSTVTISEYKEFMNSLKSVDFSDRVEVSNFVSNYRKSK
Ecoli viability: E. coli V3065 growth inhibition, primary screen, counter-screen for AddAB inhibitor project, absorbance, OD600; 18 h; inhibition, % at 11.9 µM; 330,000 compounds, 0.27% hits; AID 449728, 2010;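 active means inhibition above the campaign's mean inhibition across all tested compounds plus 3 SD, cut at about 9.9% in these data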;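 further: uninfected addAB+ strain grown without phage in ampicillin broth; 0% = DMSO wells and 100% = ciprofloxacin 0.95 µg/ml wells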
Tat export inh: E. coli Tat export inhibitors, primary screen, MC4100, TorA-mCherry reporter, fluorescence, single point; 340,000 compounds, 0.036% hits; inhibition, % at 10 µM; AID 488895, 2010;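 active means mean replicate inhibition at least 50% and at least half of replicates individually reaching 50%; inconclusive means only one of the two criteria met; inactive means neither criterion met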;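 further: exported cargo escapes ClpAP degradation while cytoplasmic cargo is degraded and loses fluorescence; 0% = median of neutral control wells and 100% = median of NaSCN control wells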
Active calls of the source: *; ? = inconclusive; . = no result given.

SMILES	Wnt act	AddAB inh	phage Ecoli inh	DAGLB inh	CAL PDZ FP	PfHsp90 set2	PvdQ acylase	Rtt109 Vps75	Ecoli viability	Tat export inh
CCOC(=O)c1cc2sc(C)cc2n1CC(=O)NCCc1ccccc1	.	2.0	1.3	-12	-2.4	-10	-15	.	0.7	1
Cn1nnnc1SC(C(=O)Nc1cccc(C(F)(F)F)c1)c1ccccc1 (stereo unspecified)	-1	1.9	5.5	0	-0.2	18	-9	5	0.9	12
O=C(COc1ccccc1F)NC1CCN(Cc2ccccc2)CC1	1	3.0	6.1	0	-0.6	.	-16	-13	-3.6	1
O=C(NNS(=O)(=O)c1cccc(Cl)c1)c1cc(-c2ccc(F)cc2)nc2ccccc12	0	1.8	-1.5	0	-0.3	.	-12	-1	-0.2	2
Cc1ccc(F)c(NC(=O)c2cncn2-c2ccccc2)c1	-3	3.7	3.1	-1	-5.7	-8	-4	0	0.9	-6
COc1ccc(CNC(=O)c2csc3c2CCCC3)cc1	-2	1.5	2.8	-6	-0.3	8	2	-2	-3.4	-4
CC(CCc1ccccc1)NC(=O)C1CC1 (stereo unspecified)	-3	0.8	0.9	.	.	.	.	.	-2.8	.
COc1ccccc1CCC(=O)Nc1ccc(OC)c(S(=O)(=O)N2CCCCC2)c1	6	0.4	-0.9	-3	-3.3	16	0	4	-0.7	-3
Cc1ccc(C)c(-c2cc(C(=O)N/N=C/c3cccnc3)c3ccccc3n2)c1	-4	0.8	3.1	-1	-1.4	2	5	15	-0.2	14
O=C1N(Cc2cccnc2)C[C@@H]2C[C@@H](c3ccccc3C#Cc3ccccc3)N3CCC[C@@]123	-1	0.8	2.7	2	-0.6	.	2	?	-0.8	1
Cc1ccnn1-c1ccc(C(=O)N2CCCN(S(=O)(=O)c3ccc(F)cc3)CC2)cc1	0	3.0	0.6	-1	-0.5	16	-13	2	3.1	4
COCCCN1CN(S(=O)(=O)c2cccs2)c2nc3ccccc3nc21	4	-1.0	-0.6	1	-2.0	5	-11	2	-0.2	-6
Cc1ccc(S(=O)(=O)NCCC(=O)NNC(=O)c2ccccc2O)cc1C	-6	3.3	1.3	4	0.1	-3	-3	3	0.7	-9
CCCCc1nc(NCCN)c(C#N)c2c1CSC(C)(C)C2	.	0.8	2.5	2	.	10	-14	-4	1.6	3
N#CC1=C(S)N(c2ccccc2)C(c2ccc(-c3cccc(Cl)c3)o2)NC1=O (stereo unspecified)	1	1.1	6.5	5	-0.9	2	-10	99*	0.9	-4
CN1CCN(CCOCCOc2c(Cl)cc(Cl)cc2Cl)CC1	-4	0.4	0.6	-9	0.1	13	-5	-4	-1.0	4
COc1cccc(-n2nnc3c(=O)n(CC(=O)Nc4ccc(C)cc4)cnc32)c1	-2	3.2	4.1	-2	-2.0	10	-9	-3	1.3	12
Cc1cc(S(=O)(=O)N2CCCOC2CNC(=O)C(=O)NCc2cccs2)ccc1F (stereo unspecified)	1	-1.5	0.6	2	-0.3	14	-7	1	0.6	-1
CCNc1c([N+](=O)[O-])ncn1C	.	0.6	1.0	-3	0.6	4	-17	-5	-1.1	1
O=C(Nc1nc(-c2ccccc2)c(C(=O)c2ccccc2)s1)c1ccc(S(=O)(=O)N2CCCC2)cc1	-1	-0.8	2.8	1	2.2	-6	-1	-5	0.8	24
COc1ccc(NC(=O)CSc2nnc(C)n2Cc2ccccc2)cc1	4	0.5	0.6	-2	-2.0	-5	1	8	0.2	4
COc1ccccc1C(=O)COC(=O)CCN=C1NS(=O)(=O)c2ccccc21	-3	-2.0	1.3	-3	-3.1	30	-15	-2	-2.3	-3
CC[C@H]1C(=O)[C@@H](Cc2ccccc2)[C@@H]2CCN3C(=O)CCC[C@H]1[C@H]23	-1	.	2.5	0	-1.7	7	-15	-8	.	-8
C[C@@H]1CC=C[C@H]2[C@H]1C(=O)N(Cc1ccccc1)[C@H]2c1ccc(-c2ccc(F)cc2)cc1F	-8	0.7	1.4	-18	-0.2	2	-8	-7	-2.7	6
COC(=O)[C@H](C(C)C)n1c(C)c(C(C)=O)c(C(C)=O)c1C	6	4.8	3.6	0	-1.2	8	-15	-5	0.3	-3
O=C(O)/C(=C/c1ccco1)NC(=O)c1ccccc1	-1	0.6	0.3	1	0.9	-5	10	-1	-2.7	5
CC1(C)NC(=O)N(CCOCCOc2ccccc2)C1=O	.	1.8	0.9	0	-1.6	-17	-11	-8	-2.7	0
Cn1cc(C(CC(=O)O)C(=O)O)c2ccccc21 (stereo unspecified)	-5	0.2	3.1	-3	-0.6	1	-12	-3	-1.3	-7
Cc1cccc(/C=N/NC(=O)c2cc3c(s2)-c2ccccc2CC3)c1	-2	3.6	1.5	-24	-1.5	-30	-10	-3	-0.7	2
O=C(c1cccc(C(F)(F)F)c1)N1CCN(S(=O)(=O)c2ccc(Cl)s2)CC1	-3	2.0	0.2	-4	-2.2	-7	-12	-4	0.5	1
Cn1c(C(=O)OC(C(=O)NC2CCCC2)c2ccncc2)cc2sccc21 (stereo unspecified)	2	-2.9	0.1	-4	-2.0	-6	1	4	0.4	-4
COc1cccc(-n2nnnc2SCC(=O)Nc2ccccc2OC)c1	0	2.4	0.6	-6	-1.0	-17	-1	5	3.5	7
COc1ccc2c(c1)N(C(=O)CSc1n[nH]c(C)n1)C(C)(C)C=C2C	.	0.4	2.7	-7	-1.1	-3	1	28	-3.1	1
COc1ccc(/C=C(/NC(=O)c2ccc(OC)c(OC)c2)C(=O)NCCCn2ccnc2)cc1	-3	2.0	1.5	-1	-0.3	11	-6	-2	-1.5	-5
CCCCC1CCC(C(=O)N(CC(C)C)c2c(N)n(CCCC)c(=O)[nH]c2=O)CC1 (stereo unspecified)	-3	0.5	5.2	2	-1.2	-1	8	16	3.4	-4
CCC(C)[C@H](N)c1cn([C@@H](CCCCN)C(=O)N2CCNCC2)nn1 (stereo partly specified)	-2	2.9	3.1	3	0.1	18	-4	-4	1.9	5
CCOC(=O)c1c(C2COc3ccccc3O2)csc1NC(=O)c1ccco1 (stereo unspecified)	-2	1.6	0.7	-2	0.3	-11	-6	0	0.5	3
O=C(Nc1cc(S(=O)(=O)N2CCOCC2)ccc1Cl)C1CCC1	1	4.7	2.5	0	-1.0	-6	-9	-3	-0.9	0
O=c1ccc(-c2ccc(S(=O)(=O)N3CCN(c4cccc(Cl)c4)CC3)o2)n[nH]1	0	3.5	0.2	0	-0.8	-15	-1	-8	2.0	3
CSCC[C@H](NC(=O)COc1cc2c(c3oc(=O)c(C)c(C)c13)CCC(C)(C)O2)C(=O)O	-1	-1.7	1.3	1	-2.3	12	-11	0	0.8	4
CCn1c(=O)c2cc(C(=O)Nc3ccc(OC)cc3OC)sc2c2ccccc21	0	-1.2	0.1	0	-0.1	-10	-4	-21	1.3	-3
O=C1CC(c2cccs2)CC(O)=C1C=NCCN1CCNCC1 (stereo unspecified)	-2	-0.3	2.4	0	-2.1	24	-10	-1	-4.6	-3
CCOc1cc(/C=N/N=C2/NC(=O)C(CC(=O)O)S2)ccc1OCc1ccccc1Cl (stereo unspecified)	8	-1.2	4.0	6	-3.6	-3	-5	5	0.8	5
CCN1CCN(c2ccc(S(=O)(=O)N3CCOCC3)cc2NC(=O)c2ccc(C)cc2C)CC1	-2	-0.3	-0.5	0	0.4	-6	-13	-3	-2.5	-10
Cc1cscc1NC(=O)/C=C/C(=O)O	8	0.9	1.6	.	0.4	1	-14	9	-1.4	-5
Oc1ccc(C2=NN(c3ccccc3)C(c3ccc(F)cc3)C2)cc1 (stereo unspecified)	-1	-1.3	1.7	4	0.3	120*	-4	3	-1.0	20
COc1cc(OC)cc(C(=O)N2CCC(N3CCN(c4ccccc4OC)CC3)CC2)c1	-3	1.9	-0.6	-1	-6.9	-43	-13	-11	3.0	-5
Cc1nc(N2CCOCC2)c2cc(-c3ccccc3)sc2n1	.	-1.7	3.8	-8	-1.5	-9	4	13	0.8	0
CCCc1nnc(NC(=O)CC(=O)Nc2ccccc2C(=O)O)s1	3	2.8	3.8	2	-1.0	18	0	-6	2.6	-9
CCOC(=O)c1cn2nc(Oc3ccc(NC(C)=O)cc3)ccc2n1	-3	2.7	2.3	2	-0.8	-11	-5	-1	2.1	3
CC(C)CC(C(=O)NC(C)(C)C)N(Cc1ccccc1Cl)C(=O)c1snc(C(N)=O)c1N (stereo unspecified)	-2	.	2.7	-2	0.7	-5	-4	-6	.	7
O=C(CS(=O)(=O)c1ccccc1)N1CCCCCC1	0	3.1	3.0	1	-2.6	15	-5	-1	1.6	3
CCCN1CCOC(CC(=O)Nc2ccc([N+](=O)[O-])cc2)C1=O (stereo unspecified)	0	1.8	3.1	1	0.8	-82	-16	0	-0.5	-2
C=CCOn1c(=O)c(-c2ccc(Br)cc2)[n+]([O-])c2ccccc21	1	-0.7	1.3	-4	-1.8	4	14	-1	-2.3	2
COc1cc(OC)c(C(=O)NCc2ccco2)cc1OC	-1	0.0	0.8	0	-0.2	4	0	6	-1.7	-7
COc1ccc(NC(=S)N/C(=N/S(=O)(=O)c2ccc(C)cc2)c2ccccc2)cc1	7	0.5	2.9	-2	-0.3	-2	-7	-11	-1.1	0
CCN(CC)c1ccc(S(=O)(=O)Nc2cc(Cl)ccc2Cl)cc1NC(=S)NC(=O)C1CCCC1	.	3.1	3.4	13	-0.4	-15	0	-2	4.6	2
CC(C)/C=N/Nc1nc2c(c(=O)n(C)c(=O)n2C)n1C	0	-2.8	1.8	2	-1.0	1	-7	-2	-1.3	1
C/C(=N\NC(=O)c1nn(C)cc1Br)c1ccncc1	4	6.4	2.5	0	0.3	8	-26	1	0.0	-8
CC1(C)SC2C(NC(=O)C3(N)CCCCC3)C(=O)N2C1C(=O)O (stereo unspecified)	-1	.	2.5	1	0.3	-7	7	8	.	-14
Oc1ccc(Cl)cc1CNc1nccs1	45*	4.9	2.6	0	-1.6	-10	-6	2	1.4	-2
Cc1c(NC(=S)NC(=O)C2CCCCC2)c(=O)n(-c2ccccc2)n1C	.	1.6	1.1	1	-1.0	20	-4	-3	0.6	-5
COc1cc(NC(=O)COc2ccc3c(C)cc(=O)oc3c2C)cc(OC)c1OC	-1	-0.2	1.3	4	-1.6	2	-13	-3	-4.2	18

A different layout for part of the listing above:
Values run as follows: Wnt act | AddAB inh | phage Ecoli inh | DAGLB inh | CAL PDZ FP | PfHsp90 set2 | PvdQ acylase | Rtt109 Vps75 | Ecoli viability | Tat export inh
Oc1ccc(Cl)cc1CNc1nccs1
  45* | 4.9 | 2.6 | 0 | -1.6 | -10 | -6 | 2 | 1.4 | -2
Cc1c(NC(=S)NC(=O)C2CCCCC2)c(=O)n(-c2ccccc2)n1C
  . | 1.6 | 1.1 | 1 | -1.0 | 20 | -4 | -3 | 0.6 | -5

The order is random. Share with any hit: about 1.9%.
